STEP block – STEP (human) phosphatase inhibition; P54829; recombinant STEP, OMFP fluorogenic substrate, fluorescence; inhibition, % at 20 µM; actives 0.25% (n = 360,000); AID 588621;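 active means inhibition at 20 µM, scaled per plate between control wells, above about 37%, limit read from the data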;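 further: 0% = DMSO with enzyme and substrate and 100% = substrate only without enzyme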
Target sequence (P54829 whole entry, looked up): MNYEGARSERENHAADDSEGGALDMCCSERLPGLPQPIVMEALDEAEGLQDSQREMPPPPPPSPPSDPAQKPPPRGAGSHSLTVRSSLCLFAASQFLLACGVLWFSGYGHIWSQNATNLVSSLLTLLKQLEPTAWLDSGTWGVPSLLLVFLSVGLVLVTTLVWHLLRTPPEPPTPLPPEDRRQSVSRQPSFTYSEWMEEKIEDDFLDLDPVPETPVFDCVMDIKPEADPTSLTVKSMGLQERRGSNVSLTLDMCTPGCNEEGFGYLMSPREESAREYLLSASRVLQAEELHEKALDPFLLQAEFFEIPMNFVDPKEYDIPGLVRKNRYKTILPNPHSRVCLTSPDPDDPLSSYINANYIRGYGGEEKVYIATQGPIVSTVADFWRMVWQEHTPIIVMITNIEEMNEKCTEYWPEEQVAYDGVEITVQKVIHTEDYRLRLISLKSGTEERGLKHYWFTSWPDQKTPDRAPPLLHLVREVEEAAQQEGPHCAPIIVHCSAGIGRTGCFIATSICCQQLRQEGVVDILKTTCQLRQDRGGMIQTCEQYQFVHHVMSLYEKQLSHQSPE
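Also added – OMFP at 25 µM · Test system – STEP tyrosine phosphatase · Technique – FITC-channel fluorescence of OMFP product · Schedule – 20 min at room temperature, dark · Evaluation – control-normalized % inhibition with plate pattern correction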
TbMetRS inhib – blocks T. brucei methionyl-tRNA synthetase activity; inhibition, % at 11.9 µM; AID 624268; actives 0.4% (n = 360,000); purified T. brucei MetRS, ATP depletion, Kinase-Glo luminescence;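 active means inhibition above a per-plate cutoff of the control wells' mean inhibition plus 3 SD, cut at about 5.5% in these data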;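 further: 0% = DMSO wells median and 100% = median of wells with control inhibitor compound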
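Material – parasite MetRS enzyme · Medium – HEPES-MgCl2-KCl buffer plus DTT, spermine, BSA, pyrophosphatase · Reagent – ATP, methionine and E. coli bulk tRNA substrates · Times – 15 min enzyme-compound preincubation, 2 h reaction, 10 min detection, 25 °C · Measured by – luminescence of leftover ATP · Evaluation – percent inhibition relative to median high and low control wells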
NadD block – blocks S. aureus nicotinate mononucleotide adenylyltransferase; purified NadD enzyme, colorimetric absorbance read-out; inhibition, % at 20 µM; actives 0.78% (n = 360,000); in the data active means inhibition above about 26%; further: some compounds past the cut are filed as inactive
SUMO1 PPI mod – modulators of human SUMO1-mediated protein-protein interactions; actives 0.33% (n = 360,000); SUMO1 binding to a labelled peptide, TR-FRET, 1 h; inhibition, % at 20 µM; AID 602429; P63165; in the data active means inhibition above about 37%
Target sequence (P63165 whole entry, looked up): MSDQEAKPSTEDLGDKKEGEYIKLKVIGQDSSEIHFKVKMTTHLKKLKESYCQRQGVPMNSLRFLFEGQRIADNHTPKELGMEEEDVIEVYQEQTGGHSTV
DNMT1 block – blocks human DNA methyltransferase DNMT1; actives 0.83% (n = 360,000); inhibition (reported as % activation of signal), % at 10 µM; DNMT1 molecular beacon, Hinp1I cleavage, fluorescence; P26358; in the data active means inhibition above about 50%
CSN inh – CSN deneddylation inhibition; Purified CSN, SCF-Nedd8-OG deneddylation, fluorescence polarization; inhibition, % at 12.5 µM; Q92905; AID 651999; actives 0.38% (n = 360,000);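 active means pattern-corrected inhibition above about 35%, with an unprinted fluorescence ratio check between 0.5 and 1.5, limit read from the data, passing the limit was not always enough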;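 further: 0% = enzyme with substrate and 100% = substrate without enzyme; some results filed as inactive read as strong as hits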
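Assay system: HEK293T-derived human Csn5 enzyme; quantity: 0.24 nM enzyme; medium: Tris/NaCl/DTT buffer, pH 7.5; also added: substrate SCFSkp2-Nedd8OG, 10 nM; doses: 12.5 µM compound; schedule: 90 min reaction at room temperature; signal: FP; read-out: % inhibition of substrate cleavage by Csn5; benchmarks: substrate-only high control, full reaction low control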
LMPTP inh – blocks human LMPTP phosphatase. AID 651560. P24666. recombinant LMPTP-A, OMFP fluorogenic substrate, fluorescence intensity. actives 0.22% (n = 360,000). inhibition, % at 20 µM;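 active means compounds that cut the enzyme signal by at least half of the control window in the single-dose screen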;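 further: plate controls were DMSO wells with enzyme plus substrate for no effect and substrate without enzyme for full effect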
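Test system: LMPTP-A phosphatase enzyme; input: 0.625 nM LMPTP-A final; reagent: OMFP substrate, 400 µM final; compound dosing: 20 µM single dose, 3% DMSO; incubation: 50 min dark incubation at room temperature; measured by: endpoint fluorescence intensity from OMFP dephosphorylation; measure: % inhibition relative to no-enzyme and uninhibited control wells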
PABP1 MLLE inh – blocks PAM2 peptide binding to the PABP1 MLLE domain. P11940. GST-MLLE / FITC-PAM2 fluorescence polarization. inhibition, % at 20 µM. actives 0.36% (n = 360,000); in the data active means inhibition above about 35%, passing the limit was not always enough;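 further: plate controls were DMSO wells with GST-MLLE for no effect and wells lacking GST-MLLE protein for full effect; some results filed as inactive read as strong as hits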
Rpn11 inh – inhibitors of human proteasome Rpn11; actives 0.59% (n = 360,000); calls only at 20 µM; human 26S proteasome, Ub4-pepOG fluorescence polarization; 20S core pre-blocked with epoxomicin;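 active means inhibition at 20 µM, scaled to each plate's controls, above about 33%, limit read from the data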
Target sequence (O00487 whole entry, looked up): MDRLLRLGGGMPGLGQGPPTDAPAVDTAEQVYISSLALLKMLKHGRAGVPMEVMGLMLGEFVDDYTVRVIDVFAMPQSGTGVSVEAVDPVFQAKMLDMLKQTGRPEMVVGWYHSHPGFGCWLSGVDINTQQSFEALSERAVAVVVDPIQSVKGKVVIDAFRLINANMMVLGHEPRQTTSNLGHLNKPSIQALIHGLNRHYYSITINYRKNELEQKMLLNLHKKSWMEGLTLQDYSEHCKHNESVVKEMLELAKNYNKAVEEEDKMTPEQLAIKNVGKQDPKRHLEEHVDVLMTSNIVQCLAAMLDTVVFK
Scp1 inh – blocks human Scp-1 phosphatase activity. actives 0.88% (n = 340,000). inhibition, % at 20 µM. AID 493091. Q9GZU7. Recombinant Scp1, phosphopeptide, malachite green phosphate absorbance;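 active means inhibition above about 50% at 20 µM, limit read from the data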;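 further: plate controls were DMSO wells with enzyme for no effect and wells lacking enzyme for full effect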
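System: truncated SCP-1 phosphatase (76-261aa); medium: Tris acetate buffer pH 5.5 with MgCl2 and Tween-20; incubation: 45 min room-temperature reaction, 5 min colour, 30 min stabiliser; compound: single 20 µM dose, 1% DMSO; reagent: Phosphorylated 17-residue peptide substrate; read-out: % inhibition at 20 µM; technique: colorimetric free-phosphate detection, absorbance 630 nm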
* = called active by the depositor.

Screening CSCCC(NC(N)=O)C(=O)Nc1cccc(S(=O)(=O)N2CCOCC2)c1 (stereo not drawn) returned STEP block 0, TbMetRS inhib 0.1, NadD block 0, SUMO1 PPI mod -5, DNMT1 block 1, CSN inh 3, LMPTP inh -1.3, PABP1 MLLE inh 9, Rpn11 inh inactive and Scp1 inh -3.
CCCCn1c(N)c(N(CCOC)C(=O)c2ccc(C)c(S(=O)(=O)N3CCOCC3)c2)c(=O)[nH]c1=O was read as STEP block 0, TbMetRS inhib -0.3, NadD block -3, SUMO1 PPI mod 1, DNMT1 block 2, CSN inh -6, LMPTP inh -1.1, PABP1 MLLE inh 3, Rpn11 inh inactive and Scp1 inh 4.
For COc1ccc(-c2nnc(NC(=O)c3ccc4c(c3)OCCO4)o2)cc1 the results were STEP block 0, TbMetRS inhib -0.5, NadD block 18, SUMO1 PPI mod 3, DNMT1 block 0, CSN inh 0, LMPTP inh 0.5, PABP1 MLLE inh 2, Rpn11 inh inactive and Scp1 inh -6.
O=C(Cc1ccc(Cl)cc1)c1ccccc1 was read as STEP block -2, TbMetRS inhib 0.6, NadD block -2, SUMO1 PPI mod 4, DNMT1 block 1, CSN inh 4, LMPTP inh 1.3, PABP1 MLLE inh 7, Rpn11 inh inactive and Scp1 inh 1.
CCOc1cccc(OCCOCCn2cnc3ccccc3c2=O)c1 was read as STEP block -3, TbMetRS inhib -1.4, NadD block 2, SUMO1 PPI mod -4, DNMT1 block 4, CSN inh 3, LMPTP inh -0.5, PABP1 MLLE inh 16, Rpn11 inh inactive and Scp1 inh 14.
For CCCc1nc(SCc2ccccc2Cl)n[nH]1 the results were STEP block 1, TbMetRS inhib -0.7, NadD block 7, SUMO1 PPI mod 0, DNMT1 block 4, CSN inh 3, LMPTP inh -0.9, PABP1 MLLE inh 4, Rpn11 inh inactive and Scp1 inh -1.
`COCCNC(=O)c1c(NC(=O)c2nc(SC)ncc2Cl)sc2c1CCCC2` gave STEP block 0, TbMetRS inhib -0.5, NadD block -4, SUMO1 PPI mod -2, DNMT1 block 20, CSN inh 0, LMPTP inh 16, PABP1 MLLE inh -22, Rpn11 inh active and Scp1 inh 7.
Screening Cc1ccc(Cl)cc1NC(=O)c1ccccc1OCC(=O)N1CCOCC1 returned STEP block -2, TbMetRS inhib -0.7, NadD block -5, SUMO1 PPI mod 2, DNMT1 block 3, CSN inh 4, LMPTP inh -1.5, PABP1 MLLE inh 9, Rpn11 inh inactive and Scp1 inh 1.
`COc1ccccc1N1CCN(CC(=O)Nc2ccc(CN3CCCCC3)cc2)CC1` gave STEP block -1, TbMetRS inhib -1.7, NadD block -3, SUMO1 PPI mod -8, DNMT1 block -4, CSN inh 2, LMPTP inh 2.0, PABP1 MLLE inh 13, Rpn11 inh inactive and Scp1 inh -4.
Screening Cc1ccc(N2CC(NS(=O)(=O)c3cc(F)ccc3F)CC2=O)cc1C (stereo not drawn) returned STEP block 0, TbMetRS inhib -0.8, NadD block -4, SUMO1 PPI mod 7, DNMT1 block -1, CSN inh -4, LMPTP inh -2.4, PABP1 MLLE inh 12, Rpn11 inh inactive and Scp1 inh 0.
Screening Cc1ccc(OCc2nnc(SC(C)C(=O)O)n2-c2ccccc2)cc1 (stereo not drawn) returned STEP block -3, TbMetRS inhib 0.4, NadD block 2, SUMO1 PPI mod -4, DNMT1 block 1, CSN inh -3, LMPTP inh -0.2, PABP1 MLLE inh -10, Rpn11 inh inactive and Scp1 inh -5.
O=C(CN1CCN(S(=O)(=O)c2ccc(F)cc2)CC1)Nc1cc(C(F)(F)F)ccc1Cl was read as STEP block 2, TbMetRS inhib -0.6, NadD block -2, SUMO1 PPI mod -5, DNMT1 block 6, CSN inh 0, LMPTP inh 1.6, PABP1 MLLE inh -2, Rpn11 inh inactive and Scp1 inh -2.
For CC(C)c1ccc(/C=N/NC(=O)c2nnn(-c3nonc3N)c2CN2CCOCC2)cc1 the results were STEP block 0, TbMetRS inhib 0.2, NadD block 1, SUMO1 PPI mod -10, DNMT1 block -2, CSN inh 3, LMPTP inh -0.2, PABP1 MLLE inh 10, Rpn11 inh inactive and Scp1 inh -11.
For CC1CCN(c2nnc(-c3ccccc3)c3ccccc23)CC1 the results were STEP block 1, TbMetRS inhib 0.5, NadD block 0, SUMO1 PPI mod -1, DNMT1 block 0, CSN inh -10, LMPTP inh 1.9, PABP1 MLLE inh 6, Rpn11 inh inactive and Scp1 inh -1.
Screening FC(F)(Cl)c1nnc2ccc(Sc3ccccn3)nn12 returned STEP block 2, TbMetRS inhib -0.1, NadD block -7, SUMO1 PPI mod 1, DNMT1 block 1, CSN inh 4, LMPTP inh -0.7, PABP1 MLLE inh 3, Rpn11 inh inactive and Scp1 inh -5.
Screening CC1CN(C2CCCCC2)C(=S)N(c2ccccc2)C1=O (stereo not drawn) returned STEP block 0, TbMetRS inhib -0.2, NadD block -4, SUMO1 PPI mod -7, DNMT1 block 3, CSN inh 4, LMPTP inh 0.3, PABP1 MLLE inh 13, Rpn11 inh inactive and Scp1 inh -5.
For CC(C)Oc1cc(F)ccc1-c1cc(C(=O)NCc2ccccc2)[nH]n1 the results were STEP block 0, TbMetRS inhib -0.2, NadD block 4, SUMO1 PPI mod 3, DNMT1 block 0, CSN inh -5, LMPTP inh 1.8, PABP1 MLLE inh 10 and Rpn11 inh inactive.
For Cc1cc(=O)n2c3ccccc3n(CC(O)CN3CCN(CCO)CC3)c2c1C#N (stereo not drawn) the results were STEP block 1, TbMetRS inhib -0.1, NadD block 0, SUMO1 PPI mod 11, DNMT1 block 4, CSN inh 4, LMPTP inh 1.8, PABP1 MLLE inh -2, Rpn11 inh inactive and Scp1 inh -6.
Screening Cc1ccc(NC(=O)C(C)OC(=O)c2ccc(NS(=O)(=O)c3ccc(F)c(F)c3)cc2)cc1 (stereo not drawn) returned STEP block 0, TbMetRS inhib -1.1, NadD block 6, SUMO1 PPI mod 0, DNMT1 block -2, CSN inh 0, LMPTP inh -1.5, PABP1 MLLE inh 3, Rpn11 inh inactive and Scp1 inh -5.
For O=C(c1cccnc1)N1CCN(c2ccc3ccccc3n2)CC1 the results were STEP block 2, TbMetRS inhib -0.2, NadD block -4, SUMO1 PPI mod -1, DNMT1 block 1, CSN inh -2, LMPTP inh -0.5, PABP1 MLLE inh -3, Rpn11 inh inactive and Scp1 inh -4.
For COc1cccc(OC)c1OCCCNC1CCCC1 the results were STEP block 0, TbMetRS inhib -0.9, NadD block -2, SUMO1 PPI mod 1, DNMT1 block 9, CSN inh 2, LMPTP inh -1.8, PABP1 MLLE inh -14, Rpn11 inh inactive and Scp1 inh -2.
Cc1cc(C)c2nc(N3CCC(C(=O)N4CCCC4)CC3)sc2c1 was read as STEP block 3, TbMetRS inhib -0.3, NadD block 3, SUMO1 PPI mod 3, DNMT1 block 0, CSN inh -2, LMPTP inh 0.6, PABP1 MLLE inh 20, Rpn11 inh inactive and Scp1 inh -2.
For CCCNC(=O)C1(C)CCN1C(=O)c1cc(C)n(C)n1 (stereo not drawn) the results were STEP block -2, TbMetRS inhib -0.2, NadD block 4, SUMO1 PPI mod -5, DNMT1 block 0, CSN inh 1, LMPTP inh -0.6, PABP1 MLLE inh 17 and Rpn11 inh inactive.
`CCOC(=O)c1c(N2CCN(c3ccccc3)CC2)cc(C)nc1C` gave STEP block 0, TbMetRS inhib -0.4, NadD block -8, SUMO1 PPI mod 2, DNMT1 block -3, CSN inh 0, LMPTP inh -0.5, PABP1 MLLE inh -2, Rpn11 inh inactive and Scp1 inh -3.
CCc1nnc(NC(=O)CSc2nnnn2-c2cccc(C(C)=O)c2)s1 was read as STEP block -2, TbMetRS inhib -0.7, NadD block -6, SUMO1 PPI mod -1, DNMT1 block 1, CSN inh 4, LMPTP inh -1.4, PABP1 MLLE inh 2, Rpn11 inh inactive and Scp1 inh -6.
Screening CC(=O)c1cccc(N(CC(=O)NC2CCCCC2)C(=O)CCC(=O)Nc2nc(C)cs2)c1 returned STEP block 0, TbMetRS inhib -1.1, NadD block 4, SUMO1 PPI mod 4, DNMT1 block -1, CSN inh -7, LMPTP inh -0.8, PABP1 MLLE inh 2, Rpn11 inh inactive and Scp1 inh -6.
CC1=C(C(=O)NCCCOC(C)C)C2(CCC(C)CC2)OC1=O (stereo not drawn) was read as STEP block 3, TbMetRS inhib -0.7, NadD block 1, SUMO1 PPI mod 1, DNMT1 block 1, CSN inh 1, LMPTP inh -0.3, PABP1 MLLE inh 7, Rpn11 inh inactive and Scp1 inh -4.
`CCCCCC(=O)N1C[C@@H](n2cc(COC(=O)c3ccccc3)nn2)[C@H](O)C[C@@H]1c1ccc(OC)cc1` gave STEP block 6, TbMetRS inhib -0.2, NadD block -5, SUMO1 PPI mod 3, DNMT1 block 2, CSN inh 0, LMPTP inh 0.5, PABP1 MLLE inh -18 and Rpn11 inh inactive.
COc1cc(/C(C)=N/Nc2ccc(C(=O)O)cc2)cc(OC)c1OC was read as STEP block -3, TbMetRS inhib -0.2, NadD block 3, SUMO1 PPI mod 0, DNMT1 block -2, CSN inh -6, LMPTP inh 0.8, PABP1 MLLE inh 17, Rpn11 inh inactive and Scp1 inh -5.

Three compounds picked at random from the list so far, as already listed:
Screening CC1CN(C2CCCCC2)C(=S)N(c2ccccc2)C1=O (stereo not drawn) returned STEP block 0, TbMetRS inhib -0.2, NadD block -4, SUMO1 PPI mod -7, DNMT1 block 3, CSN inh 4, LMPTP inh 0.3, PABP1 MLLE inh 13, Rpn11 inh inactive and Scp1 inh -5.
`COCCNC(=O)c1c(NC(=O)c2nc(SC)ncc2Cl)sc2c1CCCC2` gave STEP block 0, TbMetRS inhib -0.5, NadD block -4, SUMO1 PPI mod -2, DNMT1 block 20, CSN inh 0, LMPTP inh 16, PABP1 MLLE inh -22, Rpn11 inh active and Scp1 inh 7.
For CC1CCN(c2nnc(-c3ccccc3)c3ccccc23)CC1 the results were STEP block 1, TbMetRS inhib 0.5, NadD block 0, SUMO1 PPI mod -1, DNMT1 block 0, CSN inh -10, LMPTP inh 1.9, PABP1 MLLE inh 6, Rpn11 inh inactive and Scp1 inh -1.
